H9c2 TAG inh: triacylglycerol accumulation inhibition | H9c2 cells, Nile Red lipid (TAG) fluorescence; cells loaded with 200 µM oleic acid | inhibition, % at 12.5 µM | hit rate 0.66% among 230,000;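 active means pattern-corrected inhibition of lipid staining of at least 50% with the nuclear-stain viability signal not falling by more than 50%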;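 further: 0% = DMSO wells and 100% = triacsin C control wells; some results filed as inactive read as strong as hits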
H9c2 TAG inh DAPI viability: second read-out of H9c2 TAG inh, no call of its own (marks repeat the call); DAPI nuclei signal change (viability), lower = more cytotoxic, %;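 whole-well DAPI fluorescence read on a plate reader as a viability signal; minus 50 percent equals half of cells still viable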
The depositor's hits bear a star. Only part of the results is shown; the hit share may differ from the screen's.

SMILES | H9c2 TAG inh | H9c2 TAG inh DAPI viability
COc1ccc(CCNC(=O)c2nnc(Cc3c(F)cccc3Cl)o2)cc1OC | 44 | -11
C=CCN(C(=O)CSc1nc2ccsc2c(=O)n1Cc1ccccn1)c1ccccc1 | -5 | -3
Cn1c(=O)n(C)c2cc([N+](=O)[O-])c(N3CCN(C(=O)C(C)(C)C)CC3)cc21 | 8 | -4
N#Cc1c2ccc(O)cc2n2ccccc12 | 6 | 18
O=C(NCC(=O)N1CCN(S(=O)(=O)c2ccccc2)CC1)c1ccc2ccccc2c1 | -1 | -10
Cc1ccc(S(=O)(=O)N2CCOCC2)cc1NC(=O)CN1C(=O)CN(C)C1=O | 7 | 1
O=C(Nc1ccccc1N1CCN(C(=O)c2ccccc2)CC1)c1cc2ccccc2o1 | 9 | 8
O=C(NCc1ccccc1)c1ccc(=O)oc1 | -1 | 5
COc1ccccc1C(=O)NNC(=S)NC(=O)c1sc2ccccc2c1Cl | -2 | 10
O=C(Cn1c(=O)oc2cc(S(=O)(=O)N3CCOCC3)ccc21)N1CCc2ccccc2C1 | -5 | 3
COc1cccc(/C=N/NC(=O)CN2CC(c3ccccc3)CC2=O)c1O (configuration not stated) | -5 | 23
Cc1[nH]c(=O)[nH]c(=O)c1S(=O)(=O)N1CCC(C(=O)N2CCN(Cc3ccccc3)CC2)CC1 | -10 | 3
CCN(CC)S(=O)(=O)c1ccc(OC)c(NC(=O)Cc2cccs2)c1 | -3 | -10
CCN(CC)C(=O)c1csc(Nc2ccc(C)cc2)n1 | 11 | 11
Cc1ccc(NC(=O)CCc2c(C)nc3ncnn3c2C)nc1 | -20 | 10
Cc1ccc(Nc2nc(N)nc(CSc3nccn3C)n2)c(C)c1 | -1 | -7
COc1ccc(-c2nnc(SCC(=O)NC3CC3)o2)cc1 | 1 | 6
CN1OC[C@@H]2CN(Cc3ccccc3)[C@H](c3cccc(-c4ccccc4)c3)C[C@@H]21 | -18 | -9
COc1ccc(O)c(C(=O)c2cnc3c(c2)CN(C)C(=O)N3)c1 | 22 | -16
COc1ccc([N+](=O)[O-])cc1NC(=O)Cc1ccc(C)cc1 | 13 | -8
O=C(Nc1cc(Cl)ccc1-n1cncn1)c1cccc(S(=O)(=O)N2CCOCC2)c1 | 18 | -3
CCOC(=O)C1CCCN(C(=O)CSc2ccc(NC(C)=O)cc2)C1 (configuration not stated) | 6 | -10
COc1cc(/C=C/C(=O)OCC(=O)N2CCN(S(=O)(=O)c3ccc(C)cc3C)CC2)ccc1OC(F)F | -14 | -1
CCCCn1cnc2c(Sc3c([N+](=O)[O-])ncn3C)nc(N)nc21 | -2 | -14
CCOc1ccc(CC(=O)NNC(=O)NC2CCCCC2)cc1 | 9 | -1
COc1ccc(OC)c(NC(=O)C2(C)CCN2CCOc2ccccc2)c1 (configuration not stated) | -25 | 4
Cc1cc(C)cc(N(C(=O)CNC(=O)c2ccco2)C(C(=O)NC2CCCC2)c2cccnc2)c1 (configuration not stated) | -17 | 0
CCN(c1ccc(F)cc1)S(=O)(=O)c1ccc2[nH]cc(C(=O)NCCCN3CCOCC3)c(=O)c2c1 | 2 | -6
CCCCC(=O)NC(c1ccc(OC)cc1)c1ccc2cccnc2c1O (configuration not stated) | 40 | -41
Cc1ccc(C(=O)NCC(=O)OC(C)C(=O)Nc2ccc(N(C)C)cc2)cc1C (configuration not stated) | -6 | -4

In the list so far, 3 have fluorine:
SMILES | H9c2 TAG inh | H9c2 TAG inh DAPI viability
COc1ccc(CCNC(=O)c2nnc(Cc3c(F)cccc3Cl)o2)cc1OC | 44 | -11
COc1cc(/C=C/C(=O)OCC(=O)N2CCN(S(=O)(=O)c3ccc(C)cc3C)CC2)ccc1OC(F)F | -14 | -1
CCN(c1ccc(F)cc1)S(=O)(=O)c1ccc2[nH]cc(C(=O)NCCCN3CCOCC3)c(=O)c2c1 | 2 | -6

(further entries)
SMILES | H9c2 TAG inh | H9c2 TAG inh DAPI viability
Cc1cccc(C(=O)OCC(=O)NCC2COc3ccccc3O2)c1 (configuration not stated) | 7 | 5
O=C(CCn1c(=S)oc2ccccc21)N1CCCCC1 | -10 | 14
O=C(Nc1cccc2c1CCCC2)C1CCCN(S(=O)(=O)c2cccc3nonc23)C1 (configuration not stated) | -6 | 3
O=C(COC(=O)Cc1cccc(F)c1)NCCc1ccccc1 | -4 | -7
COc1cccc(CN2CCNC(=O)C2CC(=O)NCCn2nc(C)cc2C)c1OC (configuration not stated) | -5 | 13
O=C(CC12CC3CC(CC(C3)C1)C2)N1CCOCC1 | 7 | -13
Fc1ccc(OCc2nn3cnnc3s2)cc1 | -1 | 10
CN(c1ccc(O)cc1)c1nc(-c2cccnc2)cs1 | -1 | -6
CCN1CCN(c2ccc(NC(=O)c3cc(OC)c(OC)c(OC)c3)cc2)CC1 | 20 | -1
COc1ccc(OC)c(NC(=O)CN2c3cccc4cccc(c34)S2(=O)=O)c1 | 3 | -7
O=C(Nc1ccc2oc(-c3cccnc3)nc2c1)c1cccnc1 | 28 | -6
COc1ccc(NC(=O)/C(=C\c2ccncc2)NC(=O)c2ccccc2)cc1 | -19 | -1
CCOC(=O)c1cc(C#N)c(Nc2ccccc2OC)nc1C(F)(F)F | 5 | 0
Cc1ccc(-c2csc(SCC(=O)c3c(N)n(C4CC4)c(=O)[nH]c3=O)n2)cc1 | 1 | 7
COc1cc(OC)cc(C(=O)NC2CC3CCC(C2)N3Cc2ccco2)c1 (configuration not stated) | -17 | 3
O=C(NOC(=O)c1ccccc1Cl)c1cccs1 | 16 | -11
O=C(O)CCc1ccc(-c2ccccc2)n1NC(=O)c1cccs1 | 8 | -3
CC(C)CCN(CCC(C)C)C(=O)Cc1c(O)c2ccccc2[nH]c1=O | 5 | -2
COc1ccccc1NS(=O)(=O)c1cccc(C(=O)NCC(c2cccs2)N(C)C)c1 (configuration not stated) | 2 | 5
Cc1ccc(N=C2NC(=O)C(CO)(CO)S2)cc1 | 14 | -15
CCOC(=O)N1CCC(N2C(=O)c3ccc(C(=O)NCc4ccco4)cc3C2=O)CC1 | 7 | 0
Nc1cc(C(=O)c2ccccc2)ccc1[N+](=O)[O-] | 6 | 10
Cc1csc(SCC(=O)c2cc(C)n(Cc3cccs3)c2C)n1 | -16 | 4
Nc1cc(N)nc(SCC(=O)c2ccccc2)n1 | 6 | -5
S=C(Nc1cccnc1)Nc1cccc2cnccc12 | 5 | 8
COCCCNc1nc2ccccc2nc1NS(=O)(=O)c1ccc(C)cc1C | 0 | 4
CCN(CC(=O)Nc1c(F)cccc1F)C(=O)Cc1ccc(OC)c(S(=O)(=O)N2CCOCC2)c1 | 6 | 0
CCN1CCN(C(c2cccs2)C(C)NC(=O)NC2CCCCC2)CC1 (configuration not stated) | 8 | -8
C=CCN=C1SC(CC)C(=O)N1S(=O)(=O)c1ccc(C)cc1 (configuration not stated) | -27 | 7
CN(C)S(=O)(=O)Oc1ccc(Cl)cc1C(=O)Nc1cccc(C(F)(F)F)c1 | 38 | -12
Cc1cc(S(=O)(=O)Nc2ccc(C(=O)NC3CC3)cc2)ccc1F | 1 | -6
COc1ccc(-c2c(C(F)(F)F)[nH]n3c(=O)cc(-c4ccccc4)nc23)cc1 | 19 | 4
O=C(N/N=C/c1ccc(Br)s1)Nc1ccccc1 | 1 | 2
Cc1ccc(S(=O)(=O)N2CCC(=O)N(CCOCc3ccc(Cl)cc3)CC2)cc1 | -10 | 13
CC(NC(=S)Nc1ccc(OC(F)F)c(Cl)c1)C(C)(C)C (configuration not stated) | -9 | 1
CCCn1c(SCC(=O)c2ccc3c(c2)OCCO3)n[nH]c1=O | 16 | 2
Cc1ccc2nc(SCC(=O)c3c(N)n(C4CC4)c(=O)[nH]c3=O)[nH]c2c1 | -8 | 5
Cc1c(NS(=O)(=O)c2cccc(C(=O)OCC(=O)N(C)C3CCCCC3)c2)c(=O)n(-c2ccccc2)n1C | -3 | 6
Cc1cc(C)cc(C(=O)NC(CC(N)=O)c2ccc(N3CCC(N4CCCCC4)CC3)c([N+](=O)[O-])c2)c1 (configuration not stated) | -17 | 7
Cc1ccc(C)c(N2CCN(C(=O)c3ccc(CS(=O)(=O)c4ccccc4C)o3)CC2)c1 | 0 | 17
Cc1ccc2c(c1)cc(CN(CCc1ccccc1)C(=O)N1CCOCC1)c1nnnn12 | 17 | 7
COc1ccc(-n2nc([N+](=O)[O-])c(=NCCCN3CCCC3=O)n2O)cc1 | 6 | 2
O=C(NCC(=O)N(CCN1CCOCC1)C(C(=O)NC1CCCC1)c1cccs1)c1ccco1 (configuration not stated) | -13 | 11
Cc1ccc(C(=O)N/C(=C\c2cn(C)c3ccccc23)C(=O)OCCN(C)C)cc1 | 6 | 15
C=CCN(C(C)=O)C1CC(=O)N(c2ccc(OCCC)cc2)C1=O (configuration not stated) | -7 | 5

Some of the entries above in another layout:
| SMILES | H9c2 TAG inh | H9c2 TAG inh DAPI viability |
| --- | --- | --- |
| Nc1cc(N)nc(SCC(=O)c2ccccc2)n1 | 6 | -5 |
| S=C(Nc1cccnc1)Nc1cccc2cnccc12 | 5 | 8 |

Next entries follow.
SMILES | H9c2 TAG inh | H9c2 TAG inh DAPI viability
O=C(NC1CCCC1)c1cnc2n(c1=O)CCS2 | -15 | 9
O=C(C1CCCCC1)N1C[C@H](O)[C@@H](n2cc(C3CC3)nn2)C[C@@H]1c1ccccc1 | -6 | -9
O=C(Nc1ccc(C(=O)NC2CCCCC2)cc1)c1cccnc1 | 3 | 2
Cc1cc(C(F)F)n2ncc(C(=O)NCc3ccccc3)c2n1 | 0 | 1
COc1cc(C(=O)n2nc(C)cc2C)cc(OC)c1OC | -4 | 7
O=C(Nc1nnc(C(F)(F)F)s1)c1ccc(Br)s1 | 2 | -9
CC(C)C(Sc1nc(-c2ccccc2)cc(-c2ccccc2)c1C#N)C(=O)O (configuration not stated) | 1 | -9
CSCCC(NC(=O)c1ccc(Cl)cc1)C(=O)OCC(C)=O (configuration not stated) | 1 | 3
Cn1nc(C(C)(C)C)cc1NC(=O)C1(C)CCN1C(=O)c1ccccc1CCc1ccccc1 (configuration not stated) | 18 | -16
O=C(CNC(=O)c1ccc(F)cc1)Nc1ccccc1C(F)(F)F | 9 | -2
Nc1ncnc(Oc2ccccc2F)c1[N+](=O)[O-] | -3 | -10
CC(C)OCCCNc1nc(Cl)nc2c1cnn2C | -3 | 5
CC(C)c1ccc(Nc2nc(Cl)nc(NCc3ccco3)n2)cc1 | 10 | 1
O=C(Nc1cccc(S(=O)(=O)N2CCCC2)c1)[C@H]1C[C@H](O)[C@@H](CO)O1 | 5 | -9
O=C(CC1SC(=O)NC1=O)Nc1ccc(Cl)cc1 (configuration not stated) | -24 | 7

Reprinted at random: 4 entries already listed.
SMILES | H9c2 TAG inh | H9c2 TAG inh DAPI viability
CC(C)c1ccc(Nc2nc(Cl)nc(NCc3ccco3)n2)cc1 | 10 | 1
Cn1nc(C(C)(C)C)cc1NC(=O)C1(C)CCN1C(=O)c1ccccc1CCc1ccccc1 (configuration not stated) | 18 | -16
O=C(NC1CCCC1)c1cnc2n(c1=O)CCS2 | -15 | 9
O=C(C1CCCCC1)N1C[C@H](O)[C@@H](n2cc(C3CC3)nn2)C[C@@H]1c1ccccc1 | -6 | -9

New compounds follow.
SMILES | H9c2 TAG inh | H9c2 TAG inh DAPI viability
N#Cc1c(-c2ccc(F)cc2)c2c([nH]c1=O)-c1ccccc1OC2 | 2 | 17
COc1ccc(-n2c(SCC#N)nnc2-c2cccnc2)cc1 | -7 | 11
CSc1ccc(C(O)c2ncc(-c3cccc(OCc4ccccc4)c3)[nH]2)cc1 (configuration not stated) | -47 | 5
CN(CCNC(=O)C1CCC(=O)N(Cc2ccc(Cl)cc2)C1)CCc1ccccc1 (configuration not stated) | -1 | 0
COc1ccc(CCNc2ncnc3[nH]ncc23)cc1OC | -49 | -1
c1csc(C(c2nnnn2C2CCCC2)N2CCOCC2)c1 (configuration not stated) | 1 | -8
CC(C)C(=O)Nc1cccc(COc2ccc(CN(CCc3ccccc3)C(=O)OC(C)(C)C)cc2)c1 | 22 | -16
Cc1ccc(-c2csc(=S)n2CC(=O)OCC(=O)NCc2ccco2)cc1 | 10 | -4
CCN(CC)CCCN1C(=O)C(=O)/C(=C(/O)c2ccc(OC)cc2)C1c1ccco1 (configuration not stated) | 6 | 2
Cc1cccc(NC(=O)CSc2nnc(CSc3nc(C)cc(C)n3)n2Cc2ccco2)c1 | -8 | -7
CSc1c(C#N)sc(=S)n1-c1ccc(C)cc1 | 1 | 3
Nc1nc(SCc2cccnc2)c2ncn(C3OC(CO)C(O)C3O)c2n1 (configuration not stated) | -6 | -2
Cc1cc(C)cc(C(=O)Nc2ccncc2)c1 | -5 | 3
CC(=O)N=c1sc2nc3ccccc3nc2n1N(C(C)=O)C(C)=O | -3 | -7
COc1ccc(S(=O)(=O)N2CCCCC2)cc1NS(=O)(=O)c1ccccc1F | 11 | -29
O=C(NC1CCCCC1)C(c1ccccc1)N(Cc1ccco1)C(=O)Cn1cnc2ccccc21 (configuration not stated) | -26 | 11

Sorted by count of non-hydrogen atoms (highest first): 7 of the compounds above.
SMILES | H9c2 TAG inh | H9c2 TAG inh DAPI viability
COc1ccccc1NS(=O)(=O)c1cccc(C(=O)NCC(c2cccs2)N(C)C)c1 (configuration not stated) | 2 | 5
Cc1ccc(C(=O)N/C(=C\c2cn(C)c3ccccc23)C(=O)OCCN(C)C)cc1 | 6 | 15
COc1ccc(NC(=O)/C(=C\c2ccncc2)NC(=O)c2ccccc2)cc1 | -19 | -1
CCCCC(=O)NC(c1ccc(OC)cc1)c1ccc2cccnc2c1O (configuration not stated) | 40 | -41
CCOC(=O)C1CCCN(C(=O)CSc2ccc(NC(C)=O)cc2)C1 (configuration not stated) | 6 | -10
CC(C)c1ccc(Nc2nc(Cl)nc(NCc3ccco3)n2)cc1 | 10 | 1
Cc1ccc(N=C2NC(=O)C(CO)(CO)S2)cc1 | 14 | -15

Compound activity as filed in PubChem.
